Bioassay records: PubChem, Southern Research Specialized Biocontainment Screening Center
M. tuberculosis: growth inhibition of non-replicating M. tuberculosis (AID 488890). Mycobacterium tuberculosis non-replicating, growth inhibition; higher % means a stronger effect. inhibition, % at 25 µM; hits with a dose series show IC50 in µM. hit rate 0.39% among 320,000; in the data active means a potency from the dose series; inconclusive means inhibition mostly from about 82% at the one dose, without a potency; inactive means the rest, 99 in 100 with inhibition below about 76%;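 further: plate controls were DMSO cells for no effect and high antibiotic wells for full effect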
PhoP GFP inhibition: PhoP regulon inhibitors, Salmonella typhi PhoP promoter GFP reporter, confirmatory (AID 1850). Salmonella Typhi PhoP-promoter GFP reporter, fluorescence, 4 h; higher % means a stronger effect. hit rate 0.33% among 310,000. inhibition, % at 50 µM, or IC50 in µM where a hit was titrated; in the data active means a potency from the dose series; inconclusive means inhibition mostly from about 25% at the one dose, without a potency; inactive means the rest, 99 in 100 with inhibition below about 19%;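 further: 0% = induced wells with vehicle and 100% = uninduced wells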
H37Rv inhibition: M. tuberculosis growth inhibition, HTS (AID 449762) | M. tuberculosis H37Rv growth inhibition, 7H9 media; higher % means a stronger effect | inhibition, % at 25 µM, or IC50 in µM where a hit was titrated | hit rate 0.59% among 330,000; in the data active means a potency from the dose series; inconclusive means inhibition above about 70% without an active follow-up result;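 further: bacterial growth assessed after seven days of incubation; strong numbers were not always called active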
inhibitors of VEEV: inhibitors of VEEV TC-83 cytopathic effect, confirmation, Vero cells (AID 588727) | Vero cells, VEEV TC-83 cytopathic effect inhibition; higher % means a stronger effect | inhibition, % at 20 µM; hits with a dose series show IC50 in µM | hit rate 0.13% among 350,000; in the data active means a potency from the dose series; inconclusive means inhibition mostly from about 14% at the one dose, without a potency; inactive means the rest, 99 in 100 with inhibition below about 12%; further: strong numbers were not always called active
influenza NS1A: NS1A inhibition, H1N1 influenza, cell based functional assay (AID 504329); hit rate 0.3% among 340,000; NS1A functional cell-based assay, percent inhibition; higher % means a stronger effect; one-dose inhibition, % at 12.5 µM; IC50 in µM for titrated hits; in the data active means a potency from the dose series; inconclusive means inhibition above about 27% without an active follow-up result; further: strong numbers were not always called active
inhibitors of VEEV 10K pilot screen: recorded beside inhibitors of VEEV, whose call it bears; inhibition, %; measured here: 10K pilot screen inhibition
* hit, by the source's call; i = inactive; ? = inconclusive; / = no result given. The order is random. Share with any hit: about 1.6%.

SMILES	M. tuberculosis	PhoP GFP inhibition	H37Rv inhibition	inhibitors of VEEV	influenza NS1A	others
Cc1ccc(NC(=O)COC(=O)c2ccc(S(=O)(=O)NCc3ccco3)cc2)cc1	2%	/	5%	2.3%	-16%
CC(C)c1ccc2occ(-c3nn[nH]n3)c(=O)c2c1	21%	15%	-11%	0.5%	7%
Cc1ccc(C(NC(=O)c2cccc(S(=O)(=O)N3CCN(C)CC3)c2)c2ccccc2)cc1 (stereo not drawn)	39%	/	0%	1.1%	-18%
N/C(Cc1cccc2ccccc12)=N\OC(=O)c1ccccc1F	69%	-6%	8%	2.6%	-4%
C1=CC2CC1CC2CN1CCN(Cc2ccccc2)CC1 (stereo not drawn)	14%	10%	-4%	0.2%	1%
CCCCN1C(=O)/C(=C/C=C2\N(C)c3ccccc3C2(C)C)SC1=S	25%	-19%	/	/	/
CCN(CC(=O)NC1CCCCC1)S(=O)(=O)c1ccc(Cl)cc1	14%	-1%	9%	i	10%
CC(=O)Nc1c(S(=O)(=O)c2ccccc2)c2nc3ccccc3nc2n1Cc1ccccc1	4%	-2%	-4%	7.5%	-4%
CCN(CC)CCNC(=O)c1cn(CC)c2ccc(S(=O)(=O)N3CCc4ccccc4C3)cc2c1=O	7%	6%	-6%	4.0%	0%
COc1ccc(C(c2nnnn2Cc2cccs2)N2CCN(c3ccccc3F)CC2)cc1 (stereo not drawn)	57%	4%	12%	i	-2%
Cc1nc2c(C(=O)NCc3ccccc3Cl)c[nH]n2c(=O)c1Cl	34%	-7%	-5%	i	5%
Cc1ccc2occ(CN3CCN(Cc4ccccc4)CC3)c(=O)c2c1	6%	1%	2%	/	/
O=C(CNC(=O)c1ccccc1F)OC1CCOC1=O (stereo not drawn)	-5%	/	-2%	1.7%	-11%
O=C(CN1CCN(c2ccc(F)cc2)CC1)Nc1cccnc1Cl	26%	4%	8%	0.8%	6%
COc1cccc(OC)c1C(=O)Nc1ccc2c(c1)n(C)c(=O)n2C	-16%	4%	-5%	i	-8%

Next part (3 carried over from the part before).
SMILES	M. tuberculosis	PhoP GFP inhibition	H37Rv inhibition	inhibitors of VEEV	influenza NS1A	others
O=C(CNC(=O)c1ccccc1F)OC1CCOC1=O (stereo not drawn)	-5%	/	-2%	1.7%	-11%
O=C(CN1CCN(c2ccc(F)cc2)CC1)Nc1cccnc1Cl	26%	4%	8%	0.8%	6%
COc1cccc(OC)c1C(=O)Nc1ccc2c(c1)n(C)c(=O)n2C	-16%	4%	-5%	i	-8%
Cc1ccc(OCCCSc2ncccn2)cc1C	45%	7%	-3%	3.1%	-1%
Cc1ccc(-n2ncc(-c3nnc(SCC(=O)NC4CCCC4)o3)c2N)cc1C	55%	7%	31%	3.3%	1%
COc1ccccc1N1CCN(C(=O)CCCNC(=O)Cn2cnc3sc(C)c(C)c3c2=O)CC1	-3%	-5%	-2%	0.7%	10%
O=C(CCN1CCN(CC(=O)Nc2ccccc2F)CC1)Nc1ccccc1F	7%	4%	-5%	i	-1%
Cc1nn(CC(=O)NCc2ccccn2)c(C)c1[N+](=O)[O-]	-4%	7%	-2%	0.3%	12%
Cc1cc(C(=O)COC(=O)c2cnccn2)c(C)n1-c1ccc(Br)cc1	55%	/	19%	3.4%	-8%
CC(C)[C@H](NC(=O)[C@@H]1CSC2c3ccccc3C(=O)N21)C(=O)NCc1ccncc1 (stereo partly drawn)	-1%	3%	1%	1.2%	-4%
Cc1cc(OC2CCCCC2)nc(-c2ccccc2O)n1	/	-2%	-9%	0.9%	-3%
CCOc1ccc(NC2=C(Cl)C(=O)N(C3CCCCC3)C2=O)cc1	21%	-8%	-8%	0.6%	-2%
COc1c(Cl)cc(C(=O)Nc2ccc(Cl)cn2)cc1Cl	9%	-5%	-2%	2.9%	3%
CC1CCc2nc3ccccc3c(C(=O)OCC(=O)N3CCc4ccccc43)c2C1 (stereo not drawn)	-5%	-3%	8%	7.5%	-2%
O=C(CNc1cccc(S(=O)(=O)N2CCCCC2)c1)Nc1cccc(F)c1	-2%	-6%	1%	12%	-1%
Cc1c(C(=O)Oc2ccc(Cl)cc2)n(C)oc1=O	-18%	5%	3%	1.2%	-22%
O=C(Nc1cccnc1Cl)c1cc(-c2ccc(Cl)cc2)on1	30%	-12%	5%	1.5%	6%
CCn1c(Cc2ccccc2)nnc1SCC(=O)Nc1nccs1	-8%	-6%	-1%	i	0%
COC(=O)/C(=N/Nc1ccccc1C)Sc1nnc(C(O)c2ccccc2)n1-c1ccccc1 (stereo not drawn)	-35%	-11%	-1%	0.6%	5%
C#CCNC(=O)C1=C[C@@H](c2ccccc2)C[C@@H](OCCCCO)O1	13%	-8%	16%	1.4%	-5%
COC(=O)c1c(S(N)(=O)=O)c2ccccc2n1C	5%	-17%	-4%	2.8%	-2%
O=C(CSc1nc2cc3ccccc3cc2[nH]1)Nc1ccc(F)cc1	?	5%	8%	0.0%	3%
CCOc1nc(N2CCOCC2)nc(N2CCOCC2)n1	-12%	-8%	-4%	0.8%	-2%
CC(C)(C)NC(=O)CN(C(=O)c1csnn1)c1cccc2c1CCCC2	17%	-1%	-1%	1.0%	-3%
O=[N+]([O-])c1cc([N+](=O)[O-])c(Oc2cccc3c2CCCC3)cc1NN1CCCCC1	/	/	/	0.2%	5%	inhibitors of VEEV 10K pilot screen=0.0
Cc1cccc(-c2noc(CCC(=O)NCC3CCCO3)n2)c1 (stereo not drawn)	14%	-1%	-4%	0.7%	6%
CC1CCCC(C)N1C(=O)CSc1nnc(COc2cccc3cccnc23)o1 (stereo not drawn)	-11%	2%	-3%	6.7%	12%
CC(C)(C)NC(=O)CSc1ncnc2c1nnn2Cc1ccccc1Cl	68%	3%	18%	?	10%
Cc1ccccc1NC(=O)Cc1ccccc1	-15%	-8%	-7%	2.8%	-8%
NCCc1nnc(SCc2ccccc2F)o1	-3%	1%	-6%	i	-2%
O=C(CN(c1ccccc1)S(=O)(=O)c1ccc(F)cc1)NC1CCCCCC1	-8%	-7%	-1%	i	-10%
CCc1ccccc1Nc1nc(N)nc(COC(=O)C2=COCCO2)n1	19%	/	13%	2.6%	-6%
COCCN(C(=O)c1csnn1)C(C(=O)NC1CCCCC1)c1ccccc1F (stereo not drawn)	-2%	8%	6%	0.2%	-4%

Among those listed so far, two contain two or more sulfur atoms:
SMILES	M. tuberculosis	PhoP GFP inhibition	H37Rv inhibition	inhibitors of VEEV	influenza NS1A	others
CCCCN1C(=O)/C(=C/C=C2\N(C)c3ccccc3C2(C)C)SC1=S	25%	-19%	/	/	/
CCn1c(Cc2ccccc2)nnc1SCC(=O)Nc1nccs1	-8%	-6%	-1%	i	0%

Additional compounds follow:
SMILES	M. tuberculosis	PhoP GFP inhibition	H37Rv inhibition	inhibitors of VEEV	influenza NS1A	others
CCCCCCOc1ccc(N2C(=O)CC(SC(=NCC)NCC)C2=O)cc1 (stereo not drawn)	-16%	25%	42%	0.9%	-12%
Cc1n[nH]c(C)c1CCCCOc1ccccc1	/	4%	?	3.4%	-4%
O=C(O)c1cccnc1SCC(=O)C12CC3CC(CC(C3)C1)C2	-2%	-1%	9%	0.2%	-6%
CC(=O)Nc1cccc(NC(=O)CCN2C(=O)c3ccccc3S2(=O)=O)c1	-10%	-10%	-9%	i	1%
COc1ccc(C)cc1NC(=O)c1nn(C)cc1Br	15%	8%	-2%	0.4%	-6%
CN1CCN(CC(=O)Nc2sc3c(c2C(=O)Nc2ccccc2)CCCC3)CC1	30%	-4%	-1%	1.3%	-5%
Cc1ccc(S(=O)(=O)NC2CCCCCCC2)cc1	60%	-6%	8%	i	-3%
CCOC(=O)C1=C(COC(=O)c2sccc2C)NC(=O)NC1C (stereo not drawn)	1%	/	-8%	5.9%	-5%
CCCCN(C(=O)COc1ccc(NC(C)=O)cc1)C1CCS(=O)(=O)C1 (stereo not drawn)	-8%	2%	-7%	0.3%	-5%
CCC(Oc1ccccc1OC)C(=O)Nc1ccc2c(c1)OCCO2 (stereo not drawn)	13%	3%	9%	0.3%	-19%
Cc1cc(=O)oc2c1ccc1oc(/C(=N/O)c3ccccc3)c(C)c12	3%	-6%	-3%	13%	0%
Cc1ccccc1N1CCN(C(=O)C2CCCCC2)CC1	15%	-4%	6%	i	1%
O=C(NCc1cccnc1)C1CCN(C(=O)c2ccc(Cl)cc2Cl)CC1	-5%	-4%	-16%	1.3%	5%
Cc1cccc(C)c1NC(=O)CNC(=O)Cc1ccccc1[N+](=O)[O-]	-5%	6%	-3%	1.1%	3%
CSCC[C@H](N)C(=O)NC[C@H]1O[C@@H](n2cnc3c(N)ncnc32)[C@H](O)[C@@H]1O	/	/	/	3.2%	-4%
CSCC[C@H](NC(=O)CCn1nnc2ccccc2c1=O)C(=O)O	-6%	10%	-3%	0.2%	-16%
Cc1cc(C)n2nc(SC(C)C(=O)NC3CCCCC3C)nc2n1 (stereo not drawn)	-5%	8%	-4%	1.9%	-4%
O=C(CSc1ccccc1)Nc1ccc(N2CCN(c3ccccc3)CC2)c(F)c1	-2%	-5%	-7%	1.5%	-2%
O=C(CSc1nc2ccccc2s1)NCC1CCCO1 (stereo not drawn)	16%	1%	-8%	0.3%	17%
Cc1ccc(C)n1NC(=O)c1ccc(O)cc1	7%	1%	-13%	0.7%	13%
CN(C)c1ccc(C(=O)OCC(=O)c2cccs2)cc1	25%	-8%	-4%	0.6%	-3%
CCOC(=O)N1CCN(C(=O)CSCC(=O)Nc2nc(-c3ccccc3)cs2)CC1	28%	-7%	-8%	5.9%	-5%
CCN1CCN(C(=O)COc2ccc(S(=O)(=O)Nc3ccc(Cl)cc3)cc2)CC1	3%	2%	4%	1.7%	17%
CCCOC1CCCN(C(=O)CCCn2nnnc2CN2CCOCC2)C1 (stereo not drawn)	14%	-2%	2%	1.6%	1%
Cc1nc(NC(=O)CSc2nccn2C)sc1C(=O)N(C)C	-1%	-5%	-1%	2.3%	-1%
O=C1N(Cc2ccccc2)CC2(Br)COCOC12O (stereo not drawn)	/	/	/	1.1%	4%
Cc1c(NS(=O)(=O)c2ccc(N3CCN(C)CC3)c([N+](=O)[O-])c2)c(=O)n(-c2ccccc2)n1C	-5%	7%	1%	0.8%	-2%
Cc1ccc(NC(=O)CSc2ncc3ccccn23)cc1C	54%	6%	3%	1.3%	-8%
COc1ccc(S(=O)(=O)N2CCc3ccccc32)cc1C(=O)NCC(c1ccco1)N1CCCC1 (stereo not drawn)	-7%	/	2%	i	-5%
Cc1cc(S(=O)(=O)N2CCOCC2)ccc1OCC(=O)N1CCCC1	5%	-3%	-6%	0.4%	-8%

Three consecutive records from above:
SMILES	M. tuberculosis	PhoP GFP inhibition	H37Rv inhibition	inhibitors of VEEV	influenza NS1A	others
CSCC[C@H](NC(=O)CCn1nnc2ccccc2c1=O)C(=O)O	-6%	10%	-3%	0.2%	-16%
Cc1cc(C)n2nc(SC(C)C(=O)NC3CCCCC3C)nc2n1 (stereo not drawn)	-5%	8%	-4%	1.9%	-4%
O=C(CSc1ccccc1)Nc1ccc(N2CCN(c3ccccc3)CC2)c(F)c1	-2%	-5%	-7%	1.5%	-2%

(list continues)
SMILES	M. tuberculosis	PhoP GFP inhibition	H37Rv inhibition	inhibitors of VEEV	influenza NS1A	others
NC(=O)c1ccc(-n2nnnc2SCC(=O)NC2CCCCC2)cc1	-2%	-1%	-6%	0.8%	1%
O=C(Nc1cc([N+](=O)[O-])ccc1O)c1cccc(C(=O)Nc2cc([N+](=O)[O-])ccc2O)c1	4%	2%	-3%	0.3%	3%
CCc1c(C)nc(N2CCN(c3cccc(OC)c3)CC2)[nH]c1=O	11%	1%	-4%	0.1%	-2%
COc1ccccc1C(=O)NC(CCSC)C(=O)NCC(c1cccs1)N(C)C (stereo not drawn)	-10%	9%	-2%	0.7%	-6%
O=C(NCN1C(=O)C2C3C=CC(C3)C2C1=O)Nc1ccccn1 (stereo not drawn)	-1%	0%	2%	i	2%
